SIRT5 block: sirtuin-5 (human) deacylase inhibition; inhibition, % at 15 µM; AID 652115; 330,000 compounds, 1.1% hits; Purified SirT5, succinyl-peptide AMC, trypsin-coupled fluorescence; Q9NXA8; in the data active = inhibition above about 15%
Target sequence (Q9NXA8 whole entry, looked up): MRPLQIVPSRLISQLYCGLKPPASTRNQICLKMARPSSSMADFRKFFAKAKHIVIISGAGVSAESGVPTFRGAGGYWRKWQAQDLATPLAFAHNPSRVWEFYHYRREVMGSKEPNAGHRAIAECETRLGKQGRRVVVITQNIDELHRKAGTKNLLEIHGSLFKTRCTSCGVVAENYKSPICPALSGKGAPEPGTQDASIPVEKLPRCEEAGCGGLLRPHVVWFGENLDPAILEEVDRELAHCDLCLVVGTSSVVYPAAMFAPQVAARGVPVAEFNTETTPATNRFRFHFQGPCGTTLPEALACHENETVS
LGR2 inh: Drosophila LGR2 receptor signaling inhibition | AID 720647 | 380,000 compounds, 0.35% hits | inhibition, % at 9.99 µM | HEK293 LGR2, CRE-luciferase, bursicon-stimulated, 4 h;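 active = drop in luminescence signal, shown as inhibition above about 50% in the replicate tests, limit read from the data, passing the limit was not always enough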;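 also: agonist challenge used bursicon conditioned medium at about half maximal strength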
S100A4 inh HTS: blocks human S100A4 binding to myosin IIA peptide | P26447 | S100A4/TAMRA-MyoIIA peptide fluorescence polarization | inhibition, % at 10.7 µM | 360,000 compounds, 0.14% hits | AID 652163;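 active = mean inhibition of at least 70% across replicates, with every replicate also reaching that level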
Target sequence (P26447 whole entry, looked up): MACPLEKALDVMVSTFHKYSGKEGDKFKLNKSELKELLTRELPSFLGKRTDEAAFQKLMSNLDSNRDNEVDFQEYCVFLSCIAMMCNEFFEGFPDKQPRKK
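assay system = human S100A4 monomer with TAMRA-labelled myosin IIA peptide | also added = labelled myosin peptide probe, 5 nM | incubation = 5 min between mix addition and reading | control set = DMSO and TFP controls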
esBAF inh: blocks esBAF chromatin remodeling in mouse ES cells. Bmi1-luciferase knock-in reporter, 24 h; 100% = twice the neutral-well signal. reporter increase, % at 12.5 µM. 350,000 compounds, 2% hits; in the data active = activation above about 40%;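 also: 0% = median of the plate's neutral control wells and 100% = double that signal; a rise in the Bmi1 reporter signal indicates esBAF inhibition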
C2C12 statin: suppressors of simvastatin-induced myotoxicity in C2C12 myotubes | ATP luminescence, 48 h; scaled: DMSO 0, geranylgeraniol control 100 | rescue of ATP level, % at 7.49 µM | 330,000 compounds, 0.78% hits | AID 602340;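 active = mean ATP rescue above about 67%, or every replicate alone reaching that limit, limit read from the data, passing the limit was not always enough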;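 also: myotubes were challenged with 10 µM simvastatin during compound exposure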
CASP6 VEID inh: blocks human caspase-6 cleavage activity; purified caspase-6, Z-VEID-R110 cleavage fluorescence; AID 686996; 350,000 compounds, 0.53% hits; P55212; inhibition, % at 12.5 µM;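 active = mean inhibition across replicates at least about 35%, with every replicate also reaching that limit, limit read from the data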;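 also: 0% = median of neutral control wells and 100% = no fluorescence left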
Target sequence (P55212 24-179 limits assumed): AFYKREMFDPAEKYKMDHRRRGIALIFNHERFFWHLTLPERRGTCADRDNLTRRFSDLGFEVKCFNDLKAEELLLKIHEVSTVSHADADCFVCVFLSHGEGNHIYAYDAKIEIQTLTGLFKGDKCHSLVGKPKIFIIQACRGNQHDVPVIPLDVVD
Target sequence (P55212 194-293 limits assumed): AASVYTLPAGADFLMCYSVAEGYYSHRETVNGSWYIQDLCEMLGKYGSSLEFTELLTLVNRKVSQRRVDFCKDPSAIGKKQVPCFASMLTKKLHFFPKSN
FN deposit inh: fibronectin deposition inhibition | 350,000 compounds, 0.086% hits | AH1F fibroblasts, Alexa488-fibronectin deposition fluorescence, overnight | inhibition, % at 12.6 µM | AID 743247;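 active = mean inhibition across replicates of 30% or more, regardless of how many single replicates reach that level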;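 also: positive control wells lacked labelled fibronectin entirely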
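Material: AH1F fibroblast monolayer depositing Alexa488-labelled fibronectin into matrix | Input: 10000 AH1F cells/well | Medium: DMEM plus 2% serum, read in PBS | Reagent: Alexa488-fibronectin, 24 nM final in well | Compound dosing: One dose per compound, pinned | Schedule: 1 h adhesion, overnight exposure | Measured by: Fluorescence at 485 nm excitation, 525 nm emission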
Starred values were filed as active, the others as inactive; / = no result given; & = joins results of further samples. The list is partial; the hit share may differ from the screen's.

SMILES | SIRT5 block | LGR2 inh | S100A4 inh HTS | esBAF inh | C2C12 statin | CASP6 VEID inh | FN deposit inh
COc1ccc(S(=O)(=O)N(C)C[C@@H]2Oc3ccc(NS(C)(=O)=O)cc3C(=O)N([C@H](C)CO)C[C@H]2C)cc1 | -5 | 5 | 7 | 11 | / | -2 | /
CN(C)C(=O)c1ccc(-c2ccc3c(c2)[C@H]2[C@H](CCN2C(=O)C2CCCCC2)[C@@H](CO)N3C)cc1 | -1 | -3 | 1 | / | / | -3 | -4
O=C(CCC1CCCN(C(=O)CCCc2ccccc2)C1)N1CCN(c2ccccn2)CC1 (configuration not stated) | 1 | -11 | 3 | 21 | -17 | 2 | -1
C[C@@H]1CN([C@@H](C)CO)C(=O)c2cc(C#Cc3ccccc3F)cnc2O[C@H]1CN(C)C(=O)C1CCCCC1 | 7 | 14 | -13 | -1 | 17 | 0 | /
O=C(CNC(=O)C1COc2ccccc2O1)N/N=C/c1ccc([N+](=O)[O-])cc1 (configuration not stated) | / | -32 | -4 | / | / | 3 | -2
CCCc1nnc(NC(=O)CCC(=O)O)s1 | -2 | -8 | -2 | -8 | -27 | 1 | -13
O=C(Cc1ccccc1)NCC(=O)N1CCN(c2ccc(F)cc2)CC1 | / | 0 | 1 | -1 | -2 | 3 | 1
O=C(c1cncc(Br)c1)N1CCN(S(=O)(=O)c2ccccc2)CC1 | 1 | 4 | -6 | -4 | 2 | -3 | 1
C=CCn1c(N)cc(=O)nc1SCC(=O)Nc1ccc(C(=O)OCC)cc1 | -1 | 9 | -5 | -3 | -5 | 1 | -2
CN(N=Nc1cccc([N+](=O)[O-])c1)c1cccc([N+](=O)[O-])c1 | 1 | -34 | -1 | / | / | 0 | -10
O=C1OCCC1Sc1ncnc2sccc12 (configuration not stated) | / | -15 | / | -3 | 17 | / | /
COc1ccc(/C=C/C(=O)c2ccc(C)c([N+](=O)[O-])c2)cc1O | -4 | -15 | 23 | -2 | 2 | 12 | -2
CC(NC(=O)Cn1c(NCCO)nc2ccccc21)c1ccccc1 (configuration not stated) | / | 6 | / | -5 | -2 | / | /
O=C(NCc1ccccc1)C1CCN(S(=O)(=O)c2cccc3cccnc23)CC1 | / | 8 | -2 | -4 | 10 | 1 | -8
COc1ccc(C2(C(=O)O)CCCC2)cc1 | / | 10 | / | -5 | 2 | / | /
CCNC(=O)[C@@H]1[C@@H](CO)[C@@H]2Cn3c(ccc(-c4cccc(C(=O)N(C)C)c4)c3=O)[C@H]1N2 | -40 | -9 | -24 | / | / | 3 | /
C[C@H]1CN([C@@H](C)CO)S(=O)(=O)c2ccc(-c3ccccc3)cc2O[C@H]1CN(C)Cc1cncnc1 | 4 | -13 | 4 | -5 | 14 | 1 | /
Cc1nc(-c2ccc(F)cc2)c(CC(=O)N(C)CC(=O)Nc2c(C)cccc2C)s1 | -1 | -5 | -5 | 0 | -20 | -116 | -2
O=C(c1cccc2c1-c1ccccc1C2)N1CCCCC1 | -3 | -16 | -2 | / | / | 1 | 7
CN1CCN(CCNC(=O)Nc2ccc(Cl)cc2)CC1 | -4 | -3 | -5 | 3 | 9 | -3 | 4
CCN(CC)C(=O)C1=C(C)N(CCCN2CCCC2=O)C(=O)C(CC(=O)NC(c2ccccc2)c2ccccc2)C1 (configuration not stated) | 7 | 1 | -10 | 0 | -8 | 0 | -4
O=C1CC(c2ccc(S(=O)(=O)NCc3ccncc3)cc2)CN1 (configuration not stated) | -5 | 4 | -1 | 8 | 2 | -1 | -2
COc1ccc(NC(=O)N(C)C[C@H]2Oc3c(NS(=O)(=O)c4ccc(F)cc4)cccc3C(=O)N([C@H](C)CO)C[C@@H]2C)cc1 | 2&-4 | -9&-11 | -19&-1 | 26 | 3 | 2&0 | 0
OC[C@@H]1CN(Cc2cccs2)C[C@H](n2cnc3c(N4CCCC4)ncnc32)O1 | -2 | 0 | -5 | -7 | 6 | -2 | -7
COCC(=O)N1CC(=O)N2[C@H](CO)[C@@H](c3ccc(C#CC(C)C)cc3)[C@H]2C1 | 1 | 6 | -14 | / | / | 0 | /
Additional results
SMILES | SIRT5 block | LGR2 inh | S100A4 inh HTS | esBAF inh | C2C12 statin | CASP6 VEID inh | FN deposit inh
CNC[C@@H]1Oc2cc(C#Cc3ccc(OC)cc3)ccc2S(=O)(=O)N([C@H](C)CO)C[C@H]1C | 2 | 15 | -53 | -3 | 6 | 1 | 3
Cc1ccccc1S(=O)(=O)N1CCCCN2[C@H](CO)[C@H](c3ccc(-c4cccc(F)c4)cc3)[C@@H]2C1 | 10 | 11 | -1 | -1 | 6 | 0 | /
CCCCNC(=O)CN(C1CCCCC1)S(C)(=O)=O | / | / | / | -4 | 1 | / | 3
CC1CCC2(CC1)NC(=O)N(CC(=O)NCCc1ccc(F)cc1)C2=O (configuration not stated) | -3 | 13 | 2 | -2 | -18 | 1 | -4
Cc1ccccc1-c1ccc([C@H]2[C@H]3CN(C(=O)Nc4ccc(F)cc4)CCCCN3[C@H]2CO)cc1 | 1 | 17 | 0 | / | / | 6 | /
CN(c1ncc(C(F)(F)F)cc1Cl)N1C(=O)c2cccc(N)c2C1=O | -2 | -2 | -2 | / | / | -3 | 1
CN1CCc2c(sc3c2C(=O)NC(/C=C/c2ccco2)N3)C1 (configuration not stated) | 3 | -10 | -11 | 6 | 24 | -2 | /
CN(C)C(=O)[C@@H]1[C@@H](CO)[C@@H]2Cn3c(ccc(C4=CCCCC4)c3=O)[C@H]1N2Cc1ccncc1 | -21 | 6 | 1 | 2 | -2 | -1 | /
CC(C)CN1C(Nc2ccccc2)=NC[C@@H]1C | 10 | 1 | -5 | -11 | -5 | 0 | -7
O=C(O)CCS(=O)(=O)Cc1ccccc1Cl | 1 | 14 | -18 | -1 | 7 | -2 | /
COCC#Cc1ccc([C@@H]2[C@H]3CN(S(=O)(=O)c4ccccc4C)CCCCN3[C@H]2CO)cc1 | 4 | 4 | 3 | / | / | -1 | /
C[C@@H]1CN([C@@H](C)CO)C(=O)c2cc(NC(=O)c3ccccc3)ccc2O[C@@H](C)CCCCO[C@H]1CN(C)S(=O)(=O)c1ccccc1 | -2 | -3 | 6 | -5 | / | 0 | 2
Cc1cn(CC(=O)NCCNc2ccc([N+](=O)[O-])cn2)c(=O)[nH]c1=O | 2 | -2 | 1 | -1 | -3 | 0 | -3
CCOC(=O)N1CCN(C(=O)COC(=O)c2ccc(O)cc2O)CC1 | 4 | -8 | -3 | -1 | 3 | -1 | 5
O=S(=O)(c1ccc(C2CCCCC2)cc1)N1CCN(c2ncccn2)CC1 | -8 | -3 | -8 | 10 | -14 | 0 | /
O=C(Nc1ccncc1)c1cccc(S(=O)(=O)N2CCOCC2)c1 | 0 | 12 | 0 | / | / | -2 | -4
COc1cc2ccccc2cc1C(=O)N(CCN(C)C)c1nc2c(OC)ccc(OC)c2s1 | 7 | 1 | 6 | -7 | -11 | -31 | 7
O=C(COC(=O)CCc1c[nH]c2ccccc12)NC(c1ccccc1)c1ccccc1 | / | -7 | / | 0 | -2 | / | 5
Cc1cccc(CN2CCN(CC(=O)N3CCCC3)C2=O)c1 | / | / | / | -1 | 15 | / | 4
CS(=O)(=O)c1ccc2nc(NC(=O)c3ccccc3Cl)sc2c1 | 0 | -32 | 1 | 15 | -6 | -1 | 3
CO[C@H]1CN(C)C(=O)c2ccc(NS(=O)(=O)c3ccccc3)cc2OC[C@@H](C)N(Cc2ccccn2)C[C@H]1C | / | 10 | 2 | -2 | -1 | -2 | 2
COc1ccc(/C=N/NC(=O)CSCC(=O)Nc2ccccc2)cc1 | 0 | 8 | 7 | 7 | -1 | -2 | 2
Cc1cc(C(=O)N2CCCC(N3CCN(c4cccc(Cl)c4)CC3)C2)nc(C)n1 (configuration not stated) | -19 | -12 | 2 | 2 | -2 | 0 | -4
C=CCn1c(SCC(=O)NCCOC)nnc1-c1cc2c(s1)CCC(CC)C2 (configuration not stated) | -3 | / | -3 | 2 | 7 | 6 | 3
Cc1c(C(=O)C(=O)N2CCN(C)CC2)c2ccccc2n1C | -1 | 7 | 1 | -4 | 6 | 0 | -5

Results in SIRT5 block and LGR2 inh, for some of the entries so far:
SMILES | SIRT5 block | LGR2 inh
CC1CCC2(CC1)NC(=O)N(CC(=O)NCCc1ccc(F)cc1)C2=O (configuration not stated) | -3 | 13
Cc1ccccc1-c1ccc([C@H]2[C@H]3CN(C(=O)Nc4ccc(F)cc4)CCCCN3[C@H]2CO)cc1 | 1 | 17
CN(c1ncc(C(F)(F)F)cc1Cl)N1C(=O)c2cccc(N)c2C1=O | -2 | -2
CN1CCc2c(sc3c2C(=O)NC(/C=C/c2ccco2)N3)C1 (configuration not stated) | 3 | -10
CN(C)C(=O)[C@@H]1[C@@H](CO)[C@@H]2Cn3c(ccc(C4=CCCCC4)c3=O)[C@H]1N2Cc1ccncc1 | -21 | 6
CC(C)CN1C(Nc2ccccc2)=NC[C@@H]1C | 10 | 1
O=C(O)CCS(=O)(=O)Cc1ccccc1Cl | 1 | 14

(list continues)
SMILES | SIRT5 block | LGR2 inh | S100A4 inh HTS | esBAF inh | C2C12 statin | CASP6 VEID inh | FN deposit inh
CC(C)CC1NC(=O)c2cc(Cl)ccc2-n2c1nc1cc(F)ccc1c2=O (configuration not stated) | / | -3 | -3 | / | / | -12 | 4
S=C(c1ccc2c(c1)OCO2)N1CCCCCC1 | / | / | / | 3 | 2 | / | 10
Cc1ccc(C)c(S(=O)(=O)N2CCCC2CNC(=O)c2ccc([N+](=O)[O-])cc2)c1 (configuration not stated) | -3 | 26 | -2 | / | / | 0 | -3
O=C(CCC1CCN(C(=O)c2ccco2)CC1)NCc1ccc(F)cc1 | -1 | -2 | 0 | -2 | 9 | -4 | 3
COCC#Cc1ccc2c(c1)O[C@H](CN(C)C)[C@H](C)CN([C@@H](C)CO)S2(=O)=O | -4 | -10 | -15 | 5 | 12 | -1 | -2
FC(F)(F)c1nnc(N2CCN(c3ccc(Cl)cc3)CC2)s1 | -1 | 7 | -7 | -7 | -8 | 4 | -1
COc1ccc2c3c(n(C)c2c1)[C@H](CO)N(C(=O)C1CCCC1)CC31CN(C(=O)CC2CC2)C1 | -4 | -33 | 6 | / | / | 2 | 4
C[C@H]1CN([C@@H](C)CO)C(=O)c2cccc(NC(=O)C3CCOCC3)c2O[C@H]1CN(C)S(=O)(=O)c1cccs1 | -3 | -5 | -34 | 2 | -35 | -1 | 3
CC(C(=O)c1ccc(-c2ccccc2)cc1)[n+]1cccc(C(N)=O)c1 (configuration not stated) | -1 | 6 | -1 | 0 | 2 | -6 | -2
Cc1cccc(C(=O)NC(=S)N(C)C2CCCCC2)c1 | -1 | -14 | -2 | 34 | -10 | -2 | /
O=C(N/N=C/c1c[nH]c2ccccc12)c1ccccc1 | 100* | -27 | -3 | 30 | -5 | 0 | -11
NC(=O)NCC#Cc1ccc2c(c1)[C@]1(C(=O)N2)[C@H](c2ccccc2OCCO)N2[C@H](c3ccccc3)[C@H](c3ccccc3)OC(=O)[C@H]2[C@@H]1C(=O)O | 3 | / | 6 | / | / | 1 | /
CCCC(=O)Nc1ccc(C(=O)NNC(=O)COc2ccc(Br)c(C)c2)cc1 | -1 | / | 3 | / | / | 0 | /
CC(C)C#Cc1cnc2c(c1)C(=O)N([C@@H](C)CO)C[C@H](C)[C@@H](CN(C)C(=O)CCN1CCCCC1)O2 | -1 | 4 | 1 | 0 | 1 | -3 | 1
COC(=O)C1=CN(c2c(C)cc(C)cc2C)C(N)=C(C#N)C1c1ccccc1 (configuration not stated) | -2 | -1 | -1 | / | / | 2 | -7
O=C(CSc1nc2ccccc2o1)NCC(=O)c1ccccc1 | / | 5 | / | 3 | 14 | / | /
C/C(CC(C)C)=N\Nc1ccc(S(N)(=O)=O)cc1[N+](=O)[O-] | -1 | 4 | -7 | 2 | -3 | 0 | -4

Taken from the results shown for reference:
SMILES | SIRT5 block | LGR2 inh | S100A4 inh HTS | esBAF inh | C2C12 statin | CASP6 VEID inh | FN deposit inh
CC(C(=O)c1ccc(-c2ccccc2)cc1)[n+]1cccc(C(N)=O)c1 (configuration not stated) | -1 | 6 | -1 | 0 | 2 | -6 | -2
Cc1cccc(C(=O)NC(=S)N(C)C2CCCCC2)c1 | -1 | -14 | -2 | 34 | -10 | -2 | /
